Bioassay records from PubChem.
esBAF inh – blocks esBAF chromatin remodeling in mouse ES cells; reporter increase, % at 12.5 µM; AID 602393; Bmi1-luciferase knock-in reporter, 24 h; 100% = twice the neutral-well signal; hit rate 2% among 350,000; in the data active = activation above about 40%;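 note: 0% = median of the plate's neutral control wells and 100% = double that signal; a rise in the Bmi1 reporter signal indicates esBAF inhibition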
ERAP1 HTS inh – ERAP1 (human) enzyme inhibition. Q9NZ08. recombinant ERAP1, Leu-AMC fluorescence, 60 min. inhibition, % at 10.7 µM. hit rate 0.15% among 340,000;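 active = mean replicate inhibition of at least 30%, or all replicates individually reaching that 30% level; inactive = mean below 30% and not every replicate reaching it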;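 note: 0% = neutral control wells and 100% = L-leucinethiol positive control wells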
Xi reactivation – X-chromosome reactivation activator; XiGFP mouse fibroblasts, % GFP-positive cells imaging, 3 d; cells co-treated with 5-aza-dC sensitizer; scaled so ellipticine positive control = 100%; activation, % at 7.58 µM; hit rate 0.055% among 360,000; AID 743238;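 active = mean normalized replicate activation at least 10% and every replicate at or above 10%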;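 note: 0% = median of on-plate neutral control wells and 100% = ellipticine 6 µM median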
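Material: XiGFP fibroblasts, SV40-immortalized. Buffer or medium: DMEM plus 5-aza-dC sensitizer. Compound: single concentration per compound, delivered by pin transfer. Times: 3 days compound exposure. Controls: ellipticine 6 µM.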
RAD52 inh – RAD52 (human) annealing inhibition | P43351 | inhibition, % at 18.7 µM | AID 651710 | recombinant RAD52 DNA annealing, FRET fluorescence | hit rate 0.46% among 360,000;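 active = every replicate showing at least 50% inhibition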
RAD54 inh – RAD54 (human) branch migration inhibition; Q92698; RAD54 Holliday junction branch migration, FAM/BHQ fluorescence; inhibition, % at 10.4 µM; hit rate 0.14% among 360,000; AID 602329;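 active = mean normalized replicate activity at least 40 and at least half of replicates scoring 40 or more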;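 note: 0% = median of neutral control wells and 100% = median of positive control wells; inhibitors cause a drop in the FAM fluorescence signal; in these data hits start at about 50%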
Target sequence (Q92698 whole entry, looked up): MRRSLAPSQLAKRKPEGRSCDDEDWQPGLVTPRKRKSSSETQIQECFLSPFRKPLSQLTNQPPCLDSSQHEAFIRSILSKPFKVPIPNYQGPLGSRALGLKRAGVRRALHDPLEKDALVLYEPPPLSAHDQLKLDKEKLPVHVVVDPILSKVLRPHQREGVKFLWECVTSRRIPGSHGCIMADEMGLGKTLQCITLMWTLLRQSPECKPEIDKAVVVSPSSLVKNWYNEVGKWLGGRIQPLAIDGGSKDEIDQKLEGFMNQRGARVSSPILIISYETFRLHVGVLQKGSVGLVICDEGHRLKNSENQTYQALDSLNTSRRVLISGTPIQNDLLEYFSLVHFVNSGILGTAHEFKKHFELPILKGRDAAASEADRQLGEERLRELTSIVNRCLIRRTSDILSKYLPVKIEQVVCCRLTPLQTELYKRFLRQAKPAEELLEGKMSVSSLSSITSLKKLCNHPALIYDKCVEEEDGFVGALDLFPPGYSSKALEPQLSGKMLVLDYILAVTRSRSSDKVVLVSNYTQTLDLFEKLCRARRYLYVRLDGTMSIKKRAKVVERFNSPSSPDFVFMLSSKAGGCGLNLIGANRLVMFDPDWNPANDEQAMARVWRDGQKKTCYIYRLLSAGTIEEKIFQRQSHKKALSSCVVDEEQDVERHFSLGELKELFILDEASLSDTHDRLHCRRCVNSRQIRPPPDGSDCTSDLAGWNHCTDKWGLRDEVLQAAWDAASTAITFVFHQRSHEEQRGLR
CFTR F508del cor – correctors of CFTR F508del function in bronchial epithelial cells. CFBE cells, YFP halide quenching; stimulated with forskolin plus potentiator P3; % fluorescence drop versus neutral controls. activity (quench increase), % at 7.58 µM. hit rate 0.36% among 350,000. AID 720511;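 active = mean added fluorescence quench of at least 8% versus neutral control, with both replicates also reaching 8%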;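 note: cells transiently co-express mutant CFTR-F508del with the halide-sensitive YFP; corrector assay measuring rescue of mutant channel to the surface after 24 h compound exposure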
ARNT TACC3 PPI – ARNT/TACC3 interaction disruption; Q9Y6A5; AlphaScreen His-ARNT PAS-B/GST-TACC3 binding, luminescence; TACC3 fragment carries E629A point mutation; inhibition, % at 9.99 µM; hit rate 0.66% among 390,000;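 active = mean inhibition of replicates at least 50% and at least half of replicates each reaching 50%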;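 note: 0% = complete ARNT plus TACC3 wells and 100% = ARNT alone without TACC3; many hits fall short of the cut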
GSIS activator – primary screen for activators of insulin secretion dependent on glucose, INS-1E cells, GLuc reporter luminescence; INS-1E GLuc reporter insulin secretion, 2-3 h; AID 743287; activation, % at 16.6 µM; hit rate 0.61% among 370,000;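 active = lowest replicate activation of at least 40%, so every replicate reaches that level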;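 note: 0% = median of neutral control wells and 100% = median of IBMX positive control wells; some compounds called inactive have numbers as strong as hits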
An asterisk follows results filed as active; . = no result given; & = joins results of further samples.

No.	SMILES	Xi reactivation	ERAP1 HTS inh	CFTR F508del cor	RAD52 inh
1	COc1ccc(S(=O)(=O)N(C)C[C@H]2OCCCC[C@@H](C)Oc3ccc(NC(=O)Nc4c(C)noc4C)cc3C(=O)N([C@@H](C)CO)C[C@H]2C)cc1	0.1	-3	-1.5	-16
2	COc1ccc(-c2noc3c2-c2nc(-c4ccccc4F)sc2CC3)cc1	0.0	0	-0.6	-28
3	COc1ccc(OCC(=O)Nc2ccc(N3CCOCC3)cc2)c([N+](=O)[O-])c1	0.4	2	-0.8	16
4	Oc1ccc(-c2nnc(Nc3cccc(O)c3)c3ccccc23)cc1	0.1	1	-0.5	-1
5	Cc1ccc2nc(SCC(=O)N3CC(C)OC(C)C3)nc(=O)n2c1 (centres undefined)	0.1	0	0.0	2
6	S=C1NCCNC(=S)NCCOCCOCCOCCN1	-0.1	-5	-1.1	-2
7	O=C(COC(=O)CNC(=O)C1CCCCC1)Nc1ccc2c(c1)OCCO2	0.0	-3	-0.5	-10
8	Cc1c(C(=O)N(Cc2ccc(N(C)C)cc2)C2CCS(=O)(=O)C2)oc2ccccc12 (centres undefined)	0.5	6	-1.7	-11
9	CN(C(=O)COC(=O)c1cc2c(s1)CCCCC2)C1CCS(=O)(=O)C1 (centres undefined)	0.0	-4	-0.9	-5
10	CCNC(=S)N/N=C/c1cc(C)n(-c2ccc(Cl)cc2)c1C	0.2	0	-1.7	-15

No.	ARNT TACC3 PPI	esBAF inh	RAD54 inh	GSIS activator
1	-2	-1	1	-10
2	1	-9	13	4
3	21	.	.	-12
4	14	.	17	-15
5	1	-8	-1	0
6	5	.	.	0
7	5	1	8	-5
8	0	0	.	4
9	0	0	-6	8
10	-3	.	.	31

Further entries follow.
No.	SMILES	Xi reactivation	ERAP1 HTS inh	CFTR F508del cor	RAD52 inh
11	CC(=O)c1ccc(N(C(=O)CNC(=O)c2ccco2)C(C(=O)NC2CCCC2)c2cccnc2)cc1 (centres undefined)	0.0	-3	0.0	-7
12	COc1ccc(S(=O)(=O)N(C)C[C@H]2OCCCC[C@@H](C)Oc3ccc(NS(=O)(=O)c4ccccc4)cc3C(=O)N([C@@H](C)CO)C[C@@H]2C)cc1	-0.1	0	-3.4	21
13	Cc1cc(C(=O)N2CCCc3ccccc32)no1	.	-2	1.6	-10
14	CC1(C)CC(=O)CC(=NCC(=O)O)C1	.	1	-1.5	-2
15	COc1ccc(CN2CCN(C(=O)CCC(=O)Nc3nnc(CC(C)C)s3)CC2)cc1F	0.0	4	-0.9	0
16	CC(C)(O)CN(C(=O)c1ccc([N+](=O)[O-])cc1)C1CCCC1	0.3	-1	1.4	-2
17	COc1ccc(-c2csc(C(C)(O)c3ccccc3)n2)cc1OC (centres undefined)	0.0	8	3.1	-4
18	Cc1cccc(NCC(=O)N/N=C\c2ccc[nH]2)c1	0.2	0	-1.8	-2
19	O=S(=O)(NCCCc1ccccc1)c1cccc2nsnc12	0.0	0	-8.4	-10
20	O=C(CSc1oc(-c2ccccc2)nc1S(=O)(=O)c1ccccc1)NCC1CCCO1 (centres undefined)	0.3	-4	-3.0	-9

No.	ARNT TACC3 PPI	esBAF inh	RAD54 inh	GSIS activator
11	8	4	0	14
12	-2	-2	-4	-15
13	1	1	2	27
14	-1	.	.	21
15	2	4	3	4
16	-2	.	.	0
17	.	10	2	17
18	4	-10	4	12
19	2	.	.	-49
20	0	-6	-11	2

4 compounds out of the list, ordered by number of heavy atoms, ascending:
No.	SMILES	Xi reactivation	ERAP1 HTS inh	CFTR F508del cor	RAD52 inh
13	Cc1cc(C(=O)N2CCCc3ccccc32)no1	.	-2	1.6	-10
19	O=S(=O)(NCCCc1ccccc1)c1cccc2nsnc12	0.0	0	-8.4	-10
20	O=C(CSc1oc(-c2ccccc2)nc1S(=O)(=O)c1ccccc1)NCC1CCCO1 (centres undefined)	0.3	-4	-3.0	-9
12	COc1ccc(S(=O)(=O)N(C)C[C@H]2OCCCC[C@@H](C)Oc3ccc(NS(=O)(=O)c4ccccc4)cc3C(=O)N([C@@H](C)CO)C[C@@H]2C)cc1	-0.1	0	-3.4	21

No.	ARNT TACC3 PPI	esBAF inh	RAD54 inh	GSIS activator
13	1	1	2	27
19	2	.	.	-49
20	0	-6	-11	2
12	-2	-2	-4	-15

Quoted from the listing.
Reading of compound 13 in RAD54 inh: 2
Reading of compound 12 in RAD54 inh: -4
Reading of compound 11 in CFTR F508del cor: 0.0
Reading of compound 20 in CFTR F508del cor: -3.0

(further entries)
No.	SMILES	Xi reactivation	ERAP1 HTS inh	CFTR F508del cor	RAD52 inh
21	COc1ccc(N(C)S(=O)(=O)c2cccc(C(=O)Nc3nnc(C)s3)c2)cc1	0.5	-3	1.3	-6
22	Brc1ccccc1-c1cnco1	0.0	0	0.1	-2
23	O=C(COc1ccc([N+](=O)[O-])cc1)N1CCN(c2nnc(-c3ccccc3)c3ccccc23)CC1	0.2	-1	-5.0	-7
24	Cn1cc(-c2csc(C(O)c3ccccc3)n2)cn1 (centres undefined)	-0.1	2	3.7	-4
25	COc1ccc(S(=O)(=O)N(C)C[C@H]2OCCCC[C@H](C)Oc3ccc(N(C)C)cc3C(=O)N([C@H](C)CO)C[C@H]2C)cc1	0.0	0	-1.1	21
26	COCCNC(=O)C[C@@H]1CC[C@@H]2[C@@H](COc3ccc(NC(=O)c4cc(C)on4)cc3C(=O)N2C)O1	0.1	1	0.7	-6
27	COc1ccc(S(=O)(=O)N(C)C[C@H]2Oc3cc(C#CC4CC4)ccc3S(=O)(=O)N([C@@H](C)CO)C[C@@H]2C)cc1	0.0	3	1.2	8
28	C=CCOc1ccc(/C=C/C(=O)OCC(=O)NCc2ccco2)cc1	0.0	0	-2.3	8
29	CN1CCCN(C(=O)c2ccc(Br)cc2)CC1	-0.1	-1	-1.4	-4
30	CCC(=O)N1CCCCN2[C@H](CO)[C@@H](c3ccc(C#Cc4cccnc4)cc3)[C@H]2C1	0.0	2	3.2	8

No.	ARNT TACC3 PPI	esBAF inh	RAD54 inh	GSIS activator
21	-1	-7	0	19
22	32	-4	1	13
23	-10	2	.	6
24	.	4	9	4
25	7	22	-9	8
26	6	3	-2	-4
27	9	8	-5	0
28	-6	6	-4	7
29	2	1	2	.
30	-5	1	11	12

(listing goes on)
No.	SMILES	Xi reactivation	ERAP1 HTS inh	CFTR F508del cor	RAD52 inh
31	CCc1ccccc1NC(=S)N(CCCN1CCN(C)CC1)Cc1cccs1	0.0	-3	0.3	-7
32	C[C@@H]1CN([C@@H](C)CO)C(=O)CCCn2cc(nn2)CO[C@H]1CN(C)C(=O)C1CC1	-0.3&-0.1	-2&0	-1.2&-1.4&1.0	-2&-6
33	COc1ccc(Cn2nnnc2C(c2ccc(N(C)C)cc2)N2CCC(C)CC2)cc1 (centres undefined)	.	.	.	.
34	COc1ccccc1N1CCN(C(=O)CSc2ncccc2-c2nc3ccccc3[nH]2)CC1	.	.	.	.
35	CN(CC(=O)Nc1cccc(F)c1)C(=O)Cn1c(=O)oc2ccccc21	-0.1	0	-1.8	-6
36	CCCNC(=O)C[C@H]1C[C@H]2c3cc(NS(C)(=O)=O)ccc3O[C@H]2[C@@H](CO)O1	-0.1	1	-1.1	-5
37	CO[C@@H]1CN(C)C(=O)c2cc(NC(=O)C3CC3)ccc2OC[C@@H](C)N(Cc2ccncc2)C[C@H]1C	0.3	1	-1.6	17
38	O=C(CSc1ccc(-c2ccncc2)nn1)c1ccccc1	0.1	5	-0.8	-34
39	C[C@@H]1CN([C@@H](C)CO)C(=O)Cc2cc(NS(=O)(=O)c3ccc(Cl)cc3)ccc2O[C@@H]1CN(C)Cc1ccncc1	-0.3	0	-1.5	6
40	COCCN(CCOC)Cc1cc(=O)oc2cc(C)c(C)cc12	-0.1	0	1.7	-14

No.	ARNT TACC3 PPI	esBAF inh	RAD54 inh	GSIS activator
31	-14	-6	7	28
32	-8	0&-4	-6	-2&0
33	4	1	3	-13
34	2	-23	-23	-6
35	0	2	-6	11
36	-10	3	5	13
37	-7	-3	6	-8
38	-5	-4	.	0
39	-4	-4	1	-12
40	.	0	3	-1

The results go on:
No.	SMILES	Xi reactivation	ERAP1 HTS inh	CFTR F508del cor	RAD52 inh
41	COc1ccc(C2(CNC(=O)c3ccc(OC)c([N+](=O)[O-])c3)CCCCC2)cc1OC	1.0	-8	.	3
42	C[C@H](CO)N1C[C@H](C)[C@H](CN(C)Cc2ccc(Cl)c(Cl)c2)Oc2ccc(NS(=O)(=O)c3cn(C)cn3)cc2CC1=O	0.5	1	3.0	6
43	CC(C)NC(=O)CN1CCN(c2ncccn2)CC1	.	.	.	.
44	CCCCn1c(SCC(=O)Nc2cc(C)on2)nc2ccccc2c1=O	.	.	.	.
45	Cc1ccc(S(=O)(=O)NCCNc2ccccc2[N+](=O)[O-])cc1	0.0	3	2.0	-5
46	C[C@@H]1CN[C@@H](CCO)/C1=C\c1ccccc1	0.1	-3	0.1	-9
47	O=C(COC(=O)c1ccc(OC(F)F)cc1)NCCCN1CCCC1=O	0.1	.	-2.4	0
48	COc1cc(OC)c2c(-c3cccc(-c4ccc(OC)c(OC)c4)c3)cc(=O)oc2c1	0.0	.	9.2*	-17
49	COc1cc(CC(=O)OCC(=O)Nc2ccc3c(c2)OCCO3)cc(OC)c1OC	0.5	-6	3.7	-15
50	CC(C)NC(=O)N(C)C[C@@H]1Oc2ncc(C#Cc3ccccc3F)cc2C(=O)N([C@@H](C)CO)C[C@@H]1C	-0.7	-3	0.1	-5

No.	ARNT TACC3 PPI	esBAF inh	RAD54 inh	GSIS activator
41	2	.	15	.
42	1	15	11	-29
43	7	2	4	-3
44	-5	1	2	44
45	6	.	.	2
46	4	4	8	-8
47	-2	.	.	20
48	.	-11	1	25
49	.	.	.	-10
50	10	-10	9	1

Further entries
No.	SMILES	Xi reactivation	ERAP1 HTS inh	CFTR F508del cor	RAD52 inh
51	COCCCNCCCCOc1ccc(C)cc1[N+](=O)[O-]	0.0	-6	-0.7	-15
52	COc1cccc(CN2CCNC(=O)C2CC(=O)N(C)C2CCCCC2)c1 (centres undefined)	0.0	-1	0.1	-39
53	COc1ccc(S(=O)(=O)NCC(c2cccnc2)N2CCN(C)CC2)cc1OC (centres undefined)	-0.1	-5	0.2	-8
54	C[C@H]1CN([C@@H](C)CO)C(=O)c2cc(NC(=O)Nc3ccccc3)ccc2O[C@H]1CN(C)Cc1ccc(-c2ccccc2)cc1	0.0	-4	-4.5	-17
55	C[C@@H]1CN([C@@H](C)CO)C(=O)c2cccc(NC(=O)Nc3ccc(F)cc3)c2O[C@H]1CN(C)Cc1ccc(Cl)c(Cl)c1	0.1	0	0.0	16
56	COc1cc(N)c2ncccc2c1SC	0.0	3	0.7	-17
57	CCCC#Cc1ccc([C@@H]2[C@@H](CO)N3C(=O)CN(C(=O)c4ccc(F)cc4)C[C@H]23)cc1	0.0	0	-1.3	-22
58	CN(C)CC(=O)Nc1ccc2c(c1)[C@@H]1C[C@H](CC(=O)N3CCOCC3)O[C@@H](CO)[C@@H]1O2	-0.1	.	1.7	.
59	COc1ccc(NC(=O)C2CCN(S(=O)(=O)c3cccc4nonc34)CC2)cc1OC	0.2	-5	-1.8	-10
60	COC(=O)C[C@@H]1C[C@H]2c3cc(N(C)C)ccc3O[C@H]2[C@@H](CO)O1	0.1	1	-4.4	-14
61	O/N=C(\C[n+]1ccccc1)c1ccc(Br)cc1	0.0	0	-2.1	-18
62	OCCOCCn1c(-c2ccccc2)nc(=S)c2c1CCCC2	-0.1	.	-0.5	-28

No.	ARNT TACC3 PPI	esBAF inh	RAD54 inh	GSIS activator
51	-6	5	1	-1
52	3	-3	-9	-25
53	0	2	-2	10
54	-1	3	-6	-6
55	9	7	-8	-25
56	.	.	.	.
57	.	.	.	-1
58	4	3	-5	6
59	-8	-1	5	-6
60	67*	5	-3	4
61	0	-2	-2	7
62	5	5	1	1
